Screens: PubChem, National Center for Advancing Translational Sciences (NCATS)
HT1080 IDH1KD tx = HT-1080 IDH1 knockdown cell toxicity (counter line) | HT-1080 IDH1 knockdown viability, ATP luminescence, 48 h | Potency, µM (series often up to 46.1 µM), for inactives: at the highest dose activity, negative = toxicity, usual class: cytotoxic | 360,000 compounds, 2% hits;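 also: potency is read from the fitted curve at half-maximal effect; 0% = DMSO wells and -100% = cell-free medium wells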
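Cytotoxicity counter-line: IDH1KD HT-1080, 48 h, CellTiter-Glo. Curves classed by r2, magnitude and activity.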
KB-V1 MDR tox = KB-V1 MDR subline cytotoxicity. Potency, µM (highest dose often 46.1 µM), without a hit: at the top dose activity change, negative = cytotoxicity, most hits filed as cytotoxic. KB-V1 MDR cells viability, CellTiter-Glo, 72 h. 400,000 compounds, 3.4% hits; also: potency is read from the fitted curve at half-maximal effect; % is scaled to controls: 0 for no effect and ±100 for the full control effect; nearly all actives have a fitted effect of over 60% in size
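Following 72 h at 37 degrees C with compound, KB-V1 cell viability was read by CellTiter-Glo luminescence, medium being phenol-red-free DMEM plus 10% FBS; concentration-response parameters came from normalized, curve-fitted qHTS data.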
IL-1B inflam inh = inflammasome signaling inhibition, IL-1 beta readout; THP-1 LPS/ATP IL-1B secretion, AlphaLISA, 16 h; active compounds read low; activity change, % at 57.5 µM; 360,000 compounds, 4.7% hits; in the data active = activity change below about -50%; inconclusive = mostly about -30% to -49%; also: % is scaled to controls: 0 for no effect and ±100 for the full control effect
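THP-1 cells pretreated 1 hr with compounds (up to 57.5 uM final), then stimulated with LPS (250 ng/mL final) plus ATP (1.25 mM final); secreted IL-1B measured by AlphaLISA after 16 hr, decreased signal indicating inhibition.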
GLP-1R agonist = agonists of human GLP-1 receptor; P43220; HEK293 GLP-1R CRE-luciferase, luminescence, 4-6 h; cells express a hypersensitive GLP-1R form; Potency, µM (doses to about 45.6 µM), without a hit: top-dose activation, most hits filed as activators; 380,000 compounds, 0.007% hits; AID 624172; also: potency is read from the fitted curve at half-maximal effect; % of control where 0% means no effect
Target sequence (P43220 whole entry, looked up): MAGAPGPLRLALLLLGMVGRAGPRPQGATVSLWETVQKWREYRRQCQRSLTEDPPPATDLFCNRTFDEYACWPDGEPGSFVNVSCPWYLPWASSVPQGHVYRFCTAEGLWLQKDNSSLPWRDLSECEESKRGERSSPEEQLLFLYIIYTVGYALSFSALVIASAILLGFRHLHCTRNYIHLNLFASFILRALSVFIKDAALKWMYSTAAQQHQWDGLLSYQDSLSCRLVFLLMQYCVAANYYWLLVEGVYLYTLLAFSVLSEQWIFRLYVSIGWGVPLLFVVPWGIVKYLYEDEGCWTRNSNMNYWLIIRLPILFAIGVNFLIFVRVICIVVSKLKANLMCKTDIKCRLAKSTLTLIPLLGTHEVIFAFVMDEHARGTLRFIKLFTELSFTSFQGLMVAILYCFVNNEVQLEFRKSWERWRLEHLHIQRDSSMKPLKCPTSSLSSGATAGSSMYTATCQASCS
HT1080-NT tox = kills 2HG-producing HT-1080-NT fibrosarcoma cells | AID 686970 | 360,000 compounds, 1.6% hits | Potency, µM (top dose mostly 46.1 µM), for the others: at the highest dose activity, negative = less viability, hits mostly cytotoxic | HT-1080-NT fibrosarcoma viability, CellTiter-Glo ATP luminescence, 48 h;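 also: NT is the 2HG producing partner of a matched IDH1 knockdown line; potency is read from the fitted curve at half-maximal effect; 0% = DMSO-treated cells and -100% = media-only wells without cells; nearly all actives have a fitted effect of over 55% in size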
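Viability of the 2HG-overproducing fibrosarcoma line after 48 hours of compound exposure at 37 degrees C was determined by luminescence with CellTiter-Glo, and concentration-effect curves were then fitted and categorized.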
D3 antag = antagonists of human D3 dopamine receptor; AID 652054; 360,000 compounds, 2.5% hits; D3R cells, DiscoveRx beta-arrestin luminescence, antagonist mode; active compounds read low; max response, negative = inhibition, %; P35462; in the data active = max response below about -50%; inconclusive = no clear call, values can overlap the other calls; also: % is scaled to controls: 0 for no effect and ±100 for the full control effect; mostly tested at two doses, the higher about 12 µM
Target sequence (P35462 whole entry, looked up): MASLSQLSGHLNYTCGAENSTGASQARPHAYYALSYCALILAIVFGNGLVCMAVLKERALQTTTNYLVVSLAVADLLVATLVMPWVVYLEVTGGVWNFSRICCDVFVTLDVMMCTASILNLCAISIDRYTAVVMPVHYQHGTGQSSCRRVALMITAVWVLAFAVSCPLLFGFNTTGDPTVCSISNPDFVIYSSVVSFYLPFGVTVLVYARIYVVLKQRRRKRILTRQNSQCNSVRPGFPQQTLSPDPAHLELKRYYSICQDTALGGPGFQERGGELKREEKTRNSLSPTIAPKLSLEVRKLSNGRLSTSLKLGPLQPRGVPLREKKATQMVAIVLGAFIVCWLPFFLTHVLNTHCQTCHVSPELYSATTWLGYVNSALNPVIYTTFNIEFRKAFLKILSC
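Cells plated overnight at 1500 cells/well, then exposed to library compounds with dopamine controls for 90 minutes at 37 degrees C. DiscoveRx reagent added for 30–60 minutes at room temperature; luminescence read, quantitative HTS format.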
D3 ag = activates the human D3 dopamine receptor; P35462; D3R DiscoveRx beta-arrestin cells, luminescence, 90 min; max activation, %; 410,000 compounds, 0.58% hits; in the data active = max activation above about 30%; also: 0% is about no effect; mostly tested at two doses, the higher about 12 µM
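Cells at 1500/well, incubated overnight, then treated with pinned compounds (dopamine as control) for 90 min at 37 degrees C. DiscoveRx reagent added for 30 - 60 minutes at room temperature; luminescence read.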
KB-3-1 cytotox = KB-3-1 parental cell cytotoxicity. KB-3-1 viability, CellTiter-Glo ATP luminescence, 72 h. Potency, µM (titrated, usually from 46.1 µM), without a hit: top-dose activity change, negative = cytotoxic, most hits filed as cytotoxic. 400,000 compounds, 1.4% hits; also: potency is read from the fitted curve at half-maximal effect; % is scaled to controls: 0 for no effect and ±100 for the full control effect; nearly all actives have a fitted effect of over 60% in size
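Screening of KB-3-1 cells (DMEM, 10% FBS, phenol-red free) ran from lowest to highest compound concentration; after 72 h at 37 °C viability was read luminescently and curves fitted.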
SW480 rereplic = induces DNA re-replication in SW480 colon adenocarcinoma cells; SW480 DNA re-replication, Hoechst DNA content imaging, 48 h; Potency, µM (top dose mostly 46.1 µM), for inactives: top-dose re-replication activation, actives largely listed as activators; 340,000 compounds, 1.8% hits; AID 624297; also: potency is read from the fitted curve at half-maximal effect; % of control where 0% means no effect; nearly all actives have a fitted effect of over 55% in size
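Quantitative HTS format with DMSO vehicle controls; 48 hr drug incubation at 37 C, then 40 min Hoechst staining and scanning imager measurement at 405 nm excitation.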
Numbers without * were called inactive; ? = inconclusive; . = not tested or not shown; [ ] = dose if it differs, or a comment. Unless noted, calls follow the shape of the dose curve; as a rule, active = well fitted curve in the direction sought with a large enough effect; inconclusive = small, poorly fitted or top-dose-only effect, or another doubt; inactive = no such curve, though single readings can be large; an effect the other way counts as inactive or inconclusive. This is a random part of the collection; overall some 12% were active at least once.

SMILES	HT1080 IDH1KD tx	KB-V1 MDR tox	IL-1B inflam inh	GLP-1R agonist	HT1080-NT tox	D3 antag	D3 ag	KB-3-1 cytotox	SW480 rereplic
COc1ccc(CCC(=O)OCC(=O)Nc2ccc(C)c(S(=O)(=O)N(C)C)c2)cc1	8%	11%	-7	2%	9%	2	-7	1%	-11%
COc1ccc(CNC(=O)CCc2nc3cc(S(=O)(=O)N(C)C)ccc3n2C)cc1OC	3%	4%	41	-11%	8%	10	8	-18%	0%
COc1ccc(-c2ccc(-c3noc(C(C)C)n3)c(OC)n2)cc1	-28%	0%	-22	17%	-25%	52	10	0%	?
Cc1ccccc1C(=O)c1cccn1CC(=O)O	9%	?	20	-9%	9%	-12	5	0%	-11%
O=C(NCCO)c1cccc(Nc2nc(-c3ccccc3)c3cc(Cl)ccc3n2)c1	?	16µM*	?	3%	?	24	7	22%	16µM*
CCCCNS(=O)(=O)CCNCCc1ccccc1	10%	0%	36	12%	6%	-9	-45	0%	-12%
CC(=O)Nc1cccc(N(C)C)c1	2%	17%	-4	-10%	-2%	-4	-11	8%	-3%
COc1ccccc1CN1CCCC(C(=O)N2CCCCC2)C1 (stereo not drawn)	5%	?	.	3%	2%	-24	-26	-3%	?
CCOC(=O)c1ccc(NC(=O)Nn2cnnc2)cc1	10%	1%	-6	-4%	17%	1	-9	11%	-13%
COc1ccc(S(=O)(=O)Nc2cc(C(C)C)c(O)cc2C)cc1	-11%	-10%	-8	6%	-20%	-26	0	-3%	2%
Cc1cccc(NC(=S)/N=C(\N)Nc2nc(C)c3ccccc3n2)c1	-27%	?	-27	-1%	-21%	9	-15	?	-8%
Cc1ccc(CN2CCN(Cc3ccc4c(c3)OCCO4)CC2CCO)cc1 (stereo not drawn)	1%	1%	-1	1%	6%	-55*	-20	-2%	-24%
Cc1c(O)cnc2nn(-c3ccccc3)c(=N)n12	6%	-7%	-12	27%	14%	24	4	17%	.
CC1CN(C(=O)COC(=O)c2ccc3ncsc3c2)CC(C)O1 (stereo not drawn)	3%	-4%	-9	4%	-1%	-21	-18	2%	-36%[inhibitor]
Cc1cc(C(=O)c2ccc(Cl)cc2)c(NC(=O)CCl)s1	?	?	-117*	0%	?	?	4	?	?
O=C(c1ccccc1C(F)(F)F)N1CCN(S(=O)(=O)c2ccccc2)CC1	4%	?	-7	-8%	8%	?	0	2%	-5%
COc1ccc(-c2nn(-c3ccccc3)cc2C=O)cc1[N+](=O)[O-]	-2%	8%	-84*	1%	17%	15	-7	10%	?
CCOC(=O)c1c(=O)n(O)c2ccc(C)cc2[n+]1[O-]	11%	25%	-8	-8%	27%	?	-4	8%	-1%
Cc1cccc(NC(=O)CSc2ccc(-c3ccco3)nn2)c1	-2%	-27%	0	1%	-2%	7	1	-17%	-3%
COc1cccc(NC(=O)Nc2ccccc2Br)c1	-17%	2%	-26	22%	2%	-9	-1	9%	5%
O=C(COC(=O)/C=C/c1ccc([N+](=O)[O-])cc1)Nc1ccc2[nH]c(=O)[nH]c2c1	6%	1%	4	-19%	0%	-22	-14	-11%	-11%
O=C(CSc1nnc2ccccn12)Nc1cccc(-c2nc3ccccc3s2)c1	9%	14%	25	-2%	12%	12	1	7%	-1%
CC(C)c1ccccc1NC(=O)c1ccc2ncsc2c1	-6%	?	-15	11%	-1%	-19	-6	0%	-2%
Cc1ccc(NC(=O)NCCCN2CCCC2=O)c(C)c1	13%	0%	9	-1%	-4%	9	-13	-7%	3%
COc1ccccc1CCCNC(=O)C1CCC(=O)N(CCCN2CCCC2=O)C1 (stereo not drawn)	10%	3%	16	-3%	15%	6	-9	-7%	-23%
O=C(Nc1cccc(C(F)(F)F)c1)C1CCCN(S(=O)(=O)c2cnc[nH]2)C1 (stereo not drawn)	-9%	29%	15	4%	-7%	-24	-6	3%	2%
O=C(Nc1cccc2ncccc12)c1ccccc1Cl	9%	6%	-8	-2%	7%	-2	-1	3%	-7%
CN(C)c1ccc(/C=N/OC(=O)Nc2ccccc2Cl)cc1	-6%	?	-18	0%	0%	6	0	23µM*	-1%
O=C(COC(=O)c1ccco1)Nc1ccc2c(c1)OCCO2	4%	?	9	-21%	12%	17	4	1%	-4%
Cc1ccc(S(=O)(=O)NCCOc2cc(C)ccc2C)cc1	-8%	-15%	46	-2%	-14%	-21	-8	-9%	?
CCOC(=O)c1sc2nc(CSc3ccccc3)nc(NCCN(C)C)c2c1C	?	-9%	?	3%	18µM*	-21	-15	-21%	?
COc1cc(NC(=S)Nc2ccc3c(c2)OCCO3)cc(OC)c1OC	-3%	7%	12	0%	14%	9	-3	-2%	-4%
COc1c(C)cc(S(=O)(=O)N2CCOCC2)c(C)c1C	-1%	?	-7	0%	-4%	-11	-4	-1%	-3%
O=C(COc1ccc2ccccc2c1)NNC(=O)C(=O)Nc1ccccc1	-5%	0%	-11	-1%	-3%	-13	-6	-11%	?
O=C(Cn1cc[n+](CC(=O)c2ccccc2)c1)c1ccccc1	4%	0%	-21	-2%	6%	?	-3	9%	-4%
CCCc1cc(=O)[nH]c2nnc(SCC(=O)Nc3nnc(SCC)s3)n12	-8%	4%	18	-1%	-8%	-23	-10	7%	-3%
Cc1ccccc1NC(=O)Cn1c(=O)n(Cc2ccc3c(c2)OCO3)c(=O)c2ccccc21	.	-2%	.	0%	.	.	-2	4%	.
Cn1cc(Cl)c(C(=O)NNC(=S)Nc2cccc(Cl)c2)n1	-20%	-19%	41	0%	-20%	-24	4	2%	2%
COc1ccc(C2CC(c3ccc(F)cc3)n3nc(NS(C)(=O)=O)nc3N2)cc1 (stereo not drawn)	3%	-9%	21	0%	1%	-16	4	-8%	-1%
COc1ccc(/C=C2/C(=O)OCc3cc(OC)c(OC)cc32)cc1	2.3µM*	3.7µM*	-51*	?	3.3µM*	6	2	?	4.1µM*
CN1CCC(N(C)C(=O)/C(C#N)=C/c2ccccc2)CC1	8%	?	-18	0%	21%	-3	4	-2%	-2%
CC(=O)COc1ccc2c3c(c(=O)oc2c1)CCCC3	5%	12µM*	-21	24%	16%	15	3	6%	-4%
COc1ccc(NC(=O)C2CCN(S(=O)(=O)c3ccc4c(c3)CC(C)N4C(C)=O)CC2)c(OC)c1 (stereo not drawn)	-16%	7%	26	3%	-1%	1	1	-1%	5%
CCOC(=O)C1=C(Nc2ccc(Br)cc2)CC(C)(O)C(C(=O)OCC)C1c1ccccc1 (stereo not drawn)	6%	-10%	-3	-4%	7%	-4	0	-16%	0%
O=C(Nc1ccccn1)c1cc2ccccc2o1	?	?	-97*	-3%	?	10	-7	?	1%
CCOC(=O)c1ccc(N2CCN(C(C)=O)CC2)c(NC(=O)c2cccnc2)c1	7%	5%	-3	-3%	13%	-9	4	16%	-6%
O=C(NC1CCCCC1)C1CCN(C(=O)c2ccc(-c3ccccc3)cc2)CC1	-3%	?	0	1%	3%	-21	5	-8%	3%
COc1c(C(=O)Nc2ccc(Br)cn2)ccc2ccccc12	10%	-1%	51	22%	12%	43	22	-26%	1%
CC[C@]12c3[nH]c4ccc(Cl)cc4c3CCN1C(=O)[C@@H](CC(=O)NCCc1ccccn1)C[C@@H]2C(=O)N1CCN(C(=O)C2CC2)CC1	2%	0%	10	-4%	1%	-18	-7	0%	8%
CCOC(=O)N1CCC(NC(=O)Cn2ncc3c4ccccc4n(C)c3c2=O)CC1	5%	1%	15	0%	4%	18	5	11%	2%
Cc1cccc(C)c1NC(=O)C[n+]1cc(-c2ccccc2)n2c1CCC2	0%	0%	-14	7%	3%	-13	-10	-8%	-16%

3 entries out of the list, ordered by heavy-atom count, falling.
SMILES	HT1080 IDH1KD tx	KB-V1 MDR tox	IL-1B inflam inh	GLP-1R agonist	HT1080-NT tox	D3 antag	D3 ag	KB-3-1 cytotox	SW480 rereplic
O=C(NC1CCCCC1)C1CCN(C(=O)c2ccc(-c3ccccc3)cc2)CC1	-3%	?	0	1%	3%	-21	5	-8%	3%
O=C(COC(=O)/C=C/c1ccc([N+](=O)[O-])cc1)Nc1ccc2[nH]c(=O)[nH]c2c1	6%	1%	4	-19%	0%	-22	-14	-11%	-11%
CC(C)c1ccccc1NC(=O)c1ccc2ncsc2c1	-6%	?	-15	11%	-1%	-19	-6	0%	-2%

Entries of single compounds from above. Order of screens: HT1080 IDH1KD tx	KB-V1 MDR tox	IL-1B inflam inh	GLP-1R agonist	HT1080-NT tox	D3 antag	D3 ag	KB-3-1 cytotox	SW480 rereplic
Cc1ccc(S(=O)(=O)NCCOc2cc(C)ccc2C)cc1 is entered as -8%	-15%	46	-2%	-14%	-21	-8	-9%	?
O=C(CSc1nnc2ccccn12)Nc1cccc(-c2nc3ccccc3s2)c1 is entered as 9%	14%	25	-2%	12%	12	1	7%	-1%
COc1ccc(CNC(=O)CCc2nc3cc(S(=O)(=O)N(C)C)ccc3n2C)cc1OC is entered as 3%	4%	41	-11%	8%	10	8	-18%	0%
O=C(COc1ccc2ccccc2c1)NNC(=O)C(=O)Nc1ccccc1 is entered as -5%	0%	-11	-1%	-3%	-13	-6	-11%	?
Cn1cc(Cl)c(C(=O)NNC(=S)Nc2cccc(Cl)c2)n1 is entered as -20%	-19%	41	0%	-20%	-24	4	2%	2%
